human PMI inhibition = MPI enzyme activity inhibition – biochemical, fluorescence intensity, coupled assay, primary screen (AID 1209). 190,000 compounds, 0.42% hits. purified PMI enzyme, coupled fluorescence intensity; higher % means a stronger effect. one-dose inhibition, % at 20 µM; IC50 in µM for titrated hits;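 note: plate controls were DMSO vehicle for no effect and wells lacking substrate for full effect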
K1F lysis inhibition = protection from phage-mediated lysis, alamar blue read-out – E. coli UTI89, K1F phage, bacterial capsule biogenesis inhibitors (AID 488966); E. coli UTI89 K1F phage lysis, alamar blue, 2 h; higher % means a stronger effect; inhibition, % at 100 µM; hits with a dose series show IC50 in µM; 340,000 compounds, 0.02% hits;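 active = phage lysis inhibition, versus mean bacterial control, above a set limit; inconclusive = no clear call, values can overlap the other calls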;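 note: capsule biogenesis inhibitors block K1F phage lysis so surviving cells raise fluorescence; higher fluorescence means more inhibition of phage lysis; actives were called in the ten point dose series up to 300 µM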
Lipid droplet = hepatic lipid droplet formation modulation; AML12 mouse hepatocytes, oleate lipid droplets, BODIPY imaging; inhibition, % at 6.5 µM; 240,000 compounds, 0.4% hits; AID 1656;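 active = lipid droplet intensity inhibited by at least 50%, with more than 500 cells counted; inconclusive = wells with under 300 cells, treated as cytotoxic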
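Assay system: AML12 mouse liver cells | Compound: 6.5 µM single-point dosing | Schedule: Overnight exposure | Technique: Fluorescence imaging, 20x objective, two fields per well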
P. falciparum M1AAP = P. falciparum M1AAP inhibitors, biochemical, fluorogenic H-Leu-NHMec substrate, 1536-well (AID 1445) | recombinant M1AAP, H-Leu-NHMec fluorogenic kinetic assay; higher % means a stronger effect | one-dose inhibition, % at 30 µM; IC50 in µM for titrated hits | 220,000 compounds, 0.42% hits;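 active = primary inhibition above the hit cutoff, then over 50% inhibition at one or more dose response concentrations, cut at about 23% in these data, passing the limit was not always enough; inconclusive = conflicting primary data, or primary hits not chosen for dose response; inactive = low primary inhibition, or under 50% at every dose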;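 note: plate controls were DMSO full reaction for no effect and no enzyme background for full effect; strong numbers were not always called active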
human PMI inhibitors = MPI inhibition at elevated mannose 6-phosphate – biochemical, fluorescence intensity, high mannose 6-phosphate, primary screen (AID 1220). recombinant PMI enzyme, coupled fluorescence intensity; higher % means a stronger effect. one-dose inhibition, % at 20 µM; IC50 in µM for titrated hits. 190,000 compounds, 0.66% hits
XIAP antagonists = small molecules displacing peptide from XIAP – biochemical, IAP family, fluorescence polarization (AID 1018); one-dose displacement, % at 20 µM; IC50 in µM for titrated hits; 200,000 compounds, 0.007% hits; XIAP BIR domain, fluorescence polarization peptide displacement; higher % means a stronger effect; in the data active = displacement above about 50%; note: a part of the inactive calls stands beside numbers as strong as those of hits
P. falciparum M17LAP = P. falciparum M17LAP inhibitors, primary screen, biochemical, fluorogenic H-Leu-NHMec substrate, 1536-well (AID 1619); recombinant M17LAP, H-Leu-NHMec fluorogenic kinetic assay; higher % means a stronger effect; inhibition, % at 30 µM; hits with a dose series show IC50 in µM; 220,000 compounds, 0.38% hits;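 active = compound inhibiting the enzyme by more than half at any dose during confirmatory dose-response retesting; inconclusive = strong single-dose inhibitors picked by rank but not retested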;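 note: plate controls were full reaction with DMSO carrier for no effect and no enzyme background for full effect; strong numbers were not always called active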
SIAH1 antagonists = Siah-1 peptide-binding antagonists, primary screen, biochemical, fluorescence polarization, rhodamine-plectin, uHTS (AID 1817) | Siah-1 / rhodamine-plectin peptide fluorescence polarization; higher % means a stronger effect | displacement, % at 20 µM; hits with a dose series show IC50 in µM | 290,000 compounds, 0.02% hits;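 active = displacement of at least 50% at 20 µM, with a fluorescence ratio check between 0.3 and a set limit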;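 note: plate controls were Siah plus tracer with DMSO for no effect and tracer alone without Siah for full effect; strong numbers were not always called active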
TNAP activation fold = stimulation of alkaline phosphatase TNAP activity – biochemical, luminescent, no phosphate acceptor, uHTS, primary screen (AID 1001) | purified TNAP, luminescent activation assay, no phosphate acceptor; higher activation fold means a stronger effect | activation fold at 20 µM, or EC50 in µM where a hit was titrated | 200,000 compounds, 0.03% hits; in the data active = activation fold from about 3, or a potency from the dose series; inactive = the rest, 99 in 100 with activation fold below about 1.6; note: many of its hits are not listed in these tables
Lipid droplet cells 6.5 µM = further read-out of Lipid droplet, marked with its call; cell count; measured here: cell count, cytotoxicity flag;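 cells counted across two imaged fields per well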
Numbers without * were called inactive; i = inactive; ? = inconclusive; nt = not tested or not shown; [ ] = dose if it differs, or a comment. Cut-off read from the data, not from the text of the source, unless noted: active = inhibition above about 50%; inactive = the rest. Outcome played no part in choosing rows; about 1.9% have a hit in one of these screens.

Molecule	human PMI inhibition	K1F lysis inhibition	Lipid droplet	Lipid droplet cells 6.5 µM	P. falciparum M1AAP	human PMI inhibitors	XIAP antagonists	P. falciparum M17LAP	SIAH1 antagonists	TNAP activation fold
C=CCOc1ccc(CN(C)Cc2nc3cc(C(F)(F)F)ccc3c(=O)[nH]2)cc1	13%	0.1%	-19	639	-1%	12%	0.6%	1%	3%	1.2
CCOc1ccc(-n2nnc3c(=O)n(CC(=O)Nc4cc(C)on4)cnc32)cc1	nt	0.0%	0	647	-7%	nt	nt	-17%	-4%	nt
CCNc1nn2ccccc2c1/C=C(\C#N)C(=O)OCC	nt	0.1%	3	829	2%	nt	nt	4%	0%	nt
S=c1nc(-c2ccco2)[nH][nH]1	45%	0.2%	6	806	22%	-6%	-6.6%	11µM*	0%	1.2
CCOc1ccc2nc(/N=C/c3c(C)[nH]n(-c4ccccc4)c3=O)sc2c1	-26%	2.8%[50 µM]	-7	688	-2%	-25%	-2.9%	6%	0%	1.4
Oc1ccc(/C=N/Nc2ccnc3cc(Cl)ccc23)c(O)c1	nt	-0.1%	16	700	7%	nt	nt	1%	20%	nt
CC(=O)c1ccc(NC(=O)C(C)Nc2ccc(Cl)cc2)cc1 (stereo not given)	-18%	0.1%	1	712	15%	-4%	-7.7%	12%	-2%	1
COc1ccccc1N(CC(=O)NC(C)(C)C)S(=O)(=O)c1cccs1	8%	1.1%[50 µM]	2	747	2%	25%	-7.9%	9%	-1%	1.1
O=C(O)/C=C/C(=O)Nc1ccc(N2CCOCC2)nc1N1CCOCC1	nt	0.8%	9	769	3%	nt	nt	4%	12%	nt
N#Cc1c(N)nc2c(c1N)CC(CO)O2 (stereo not given)	2%	0.4%	nt	nt	3%	3%	-1.2%	-16%	-1%	1
CCc1nnc(NC(=O)CCC(=O)N2CCN(Cc3ccccc3)CC2)s1	9%	3.9%	nt	nt	1%	5%	-4.8%	1%	-2%	1.1
Cc1nc(-c2ccc(NC(=O)CC(C)C)cc2)cs1	-10%	1.3%	8	708	1%	26%	0.4%	2%	9%	1.1
CS(=O)(=O)N(CC(=O)NCc1ccco1)Cc1ccc(Cl)cc1	-1%	0.3%	-6	729	8%	-15%	-2.1%	8%	-5%	1.2
O=C(CCn1[nH]c(=O)c2ccccc2c1=O)OC1CCCCC1	13%	-0.6%	nt	nt	0%	16%	-6.8%	15%	3%	1.1
CCNc1nc(N)nc(Oc2ccc(C(=O)OC)cc2)n1	3%	0.4%	8	791	12%	-2%	1.9%	-5%	1%	1.2
c1cnc(N2CCN(c3nc4ccccc4n4cnnc34)CC2)nc1	4%	1.2%	nt	nt	24%*	-1%	-6.1%	0%	-3%	1.1
COc1cccc(NC(=O)N(Cc2ccco2)C(C)c2cccs2)c1 (stereo not given)	6%	1.5%	0	725	-1%	14%	-2.7%	10%	2%	1.2
O=C(CNS(=O)(=O)c1ccc(Br)s1)N1CCN(c2ncccn2)CC1	7%	0.2%	-36	497	3%	12%	-2.4%	-9%	-1%	1.1
CC1=C(C(=O)Nc2ccccc2)C(c2ccc(C)cc2)N=C(Nc2nc3ccccc3o2)N1 (stereo not given)	-7%	7.9%	nt	nt	0%	-7%	-5.1%	1%	3%	1.1
Cc1ccc(CNC(=O)CCNS(=O)(=O)c2cccs2)cc1	-1%	0.1%	-8	748	9%	4%	-24%	13%	-3%	1
CCCCC(=O)Nc1cccc(NC(=O)C(C)C)c1	-5%	-1.2%	-1	742	4%	0%	-6.3%	1%	5%	1
CSCCC(NC(=O)C1CCCCC1)c1nc2ccccc2[nH]1 (stereo not given)	nt	nt	-8	691	7%	nt	nt	-6%	-8%	nt
CCC(=Cc1ccc(CC)cn1)CC	nt	0.0%	4	800	5%	nt	nt	-4%	-3%	nt
Cc1cc(C)c(NC(=O)CN2C(=O)NC3(CCCCC3)C2=O)c(Cl)c1	-13%	0.3%	nt	nt	4%	-5%	-1.6%	29µM*	6%	1.1
CCOC(=O)c1c(NCc2ccc3c(c2)OCO3)c2ccccc2[nH]c1=O	9%	-1.2%	0	688	1%	11%	-0.4%	7%	9%	1.1
Cn1c(/C=C/c2ccc([N+](=O)[O-])o2)nc2ccccc2c1=O	-3%	-3.5%	nt	nt	4%	-5%	-9.6%	15%	-5%	1.1
COc1ccccc1CNC(=O)C1CCC(CNc2c(N3CCCCC3)c(=O)c2=O)CC1 (stereo not given)	nt	-0.8%[50 µM]	3	712	5%	nt	nt	2%	4%	nt
Cc1oc(-c2ccccc2F)nc1CS(=O)(=O)CC(=O)N1CCCCCC1	9%	-1.4%	-39	662	3%	7%	-16%	11%	-1%	1.1
Oc1cccc(/C=N/Nc2cc(N3CCOCC3)nc(N3CCOCC3)n2)c1	nt	0.8%	-49	515	15%	nt	-3.4%	-1%	-2%	1
C=CCn1c(SCC(=O)NCc2ccc3c(c2)OCO3)nnc1C1CCCCC1	-1%	0.2%	nt	nt	9%	5%	-4.9%	21%	-5%	1.1

Compound profiles (already shown).
Profile of Cc1nc(-c2ccc(NC(=O)CC(C)C)cc2)cs1 = human PMI inhibition: -10%; K1F lysis inhibition: 1.3%; Lipid droplet: 8; Lipid droplet cells 6.5 µM: 708; P. falciparum M1AAP: 1%; human PMI inhibitors: 26%; XIAP antagonists: 0.4%; P. falciparum M17LAP: 2%; SIAH1 antagonists: 9%; TNAP activation fold: 1.1
Profile of C=CCn1c(SCC(=O)NCc2ccc3c(c2)OCO3)nnc1C1CCCCC1 = human PMI inhibition: -1%; K1F lysis inhibition: 0.2%; Lipid droplet: nt; Lipid droplet cells 6.5 µM: nt; P. falciparum M1AAP: 9%; human PMI inhibitors: 5%; XIAP antagonists: -4.9%; P. falciparum M17LAP: 21%; SIAH1 antagonists: -5%; TNAP activation fold: 1.1

(listing goes on)
Molecule	human PMI inhibition	K1F lysis inhibition	Lipid droplet	Lipid droplet cells 6.5 µM	P. falciparum M1AAP	human PMI inhibitors	XIAP antagonists	P. falciparum M17LAP	SIAH1 antagonists	TNAP activation fold
CC1=NNC(=O)C1CCC(=O)N/N=C/C=C/c1ccccc1 (stereo not given)	9%	0.1%	-2	650	4%	5%	-7.9%	51µM*	8%	1
Cc1onc(-c2ccccc2)c1C(=O)Nc1ccc(Cl)cn1	2%	0.1%	14	709	1%	-2%	-7.3%	4%	2%	1.1
CSc1nnc(-c2ccccc2)c(=O)[nH]1	-6%	i	nt	nt	-1%	0%	-6.4%	22%	2%	1.2
CCCCOC(=O)c1cc(Cl)c(O)c(OC)c1	nt	-0.1%	2	766	-1%	nt	nt	-1%	2%	nt
CCOc1cccc(C(=O)NCc2ccccc2)c1	7%	0.0%	-8	743	-1%	4%	-4.2%	-8%	-1%	1.1
CC(C)CCNC(=O)CN(C(=O)Cn1nnc(-c2ccc(F)cc2)n1)C1CCCC1	-4%	4.8%	nt	nt	-5%	-7%	0.9%	-3%	-4%	1.1
Cc1cccn2cc(CSc3ccccc3N)nc12	2%	2.8%	11	799	4%	-5%	-4.6%	14%	4%	1.1
COc1ccc2c(c1)[nH]c1c(=O)n(Cc3ccccn3)cnc12	5%	1.5%	4	759	14%	6%	-1.6%	-10%	1%	1.1
C#CCSc1nnnn1-c1cccc(Cl)c1	nt	-0.9%	-14	670	2%	nt	nt	4%	4%	nt
NC(=O)c1cc([N+](=O)[O-])cc2c1C=Cc1ccccc1O2	-7%	2.1%	7	715	7%	-7%	-4.2%	11%	4%	1.1
CC(C)N(C)NC(=S)Nc1ccccc1	7%	-0.1%	29	685	-7%	0%	-10%	-12%	3%	1.1
Cc1c(Cl)ccc2c1NC(=O)[C@]21[C@@H]2C(=O)N(Cc3ccccc3)C(=O)[C@@H]2[C@@H]2CCCN21	3%	0.3%	nt	nt	8%	8%	-1.3%	2%	-6%	1.1
C(=N\Nc1nc2ccccc2[nH]1)/c1cccc2nccnc12	nt	nt	-55	710	10%	nt	nt	-2%	13%	nt
CC(C)c1ccc(/C=N/Nc2cc(N3CCOCC3)nc(N3CCOCC3)n2)cc1	77%*	1.0%[50 µM]	7	626	5%	69%*	-4.6%	5%	3%	1.1
COc1ccc(C(C(=O)NC2CCCC2)N(C(=O)c2ccco2)c2ccc(OC)c(OC)c2)cc1 (stereo not given)	11%	2.1%	2	792	2%	26%	-3.2%	3%	16%	1.1
Cc1nn2cc(-c3ccc(Cl)cc3)cnc2c1Br	-13%	2.8%	-1	714	4%	-12%	-7.9%	-1%	-1%	1.1
CCc1c(C)c(C#N)c2nc3ccccc3n2c1Nc1c(C)n(C)n(-c2ccccc2)c1=O	0%	0.0%	nt	nt	10%	3%	-3.9%	-9%	2%	1
Cc1ccc(NC(=O)CSc2ccc(C(N)=O)cc2[N+](=O)[O-])cc1C	4%	0.2%	-1	678	5%	8%	-3.1%	0%	1%	1.1
CCNC(=S)NNC(=O)c1ccccc1OC(F)F	-4%	-1.1%	-9	736	-2%	-3%	-4.6%	-2%	-3%	2.7
C=CCNc1ncnc2sc(SC)nc12	nt	-0.2%	6	433	4%	nt	nt	34%	10%	nt
Cc1ccc(-c2cc(C(=O)Nc3nn[nH]n3)c3ccccc3n2)cc1	-1%	-0.3%	nt	nt	?	-9%	0.9%	56%	4%	1.1
Cc1cc(C)nc(N2CCN(c3ncnc4c3oc3ccccc34)CC2)n1	-10%	nt	nt	nt	nt	-9%	-1.2%	nt	0%	1.1
COc1cc(/C=N/Nc2nc(Nc3ccccc3)nc(N3CCCCC3)n2)ccc1OCC(=O)O	-19%	0.1%	nt	nt	16%	-3%	-12%	40%	0%	1.1

Screens: PubChem, several laboratories
